# Screening data as filed in PubChem BioAssay.
# COUP-TFII inh: inhibitors of human COUP-TFII (NR2F2); HEK293T NGFI-A luciferase reporter, luminescence; inhibition, % at 8.6 µM; 370,000 tested, 0.7% active; AID 686940;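 active = inhibition above a per-plate cutoff, mean inhibition of test wells between control levels plus 3 SD, cut at about 38% in these data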;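 also: cells cotransfected with COUP-TFII expression vector driving the NGFI-A reporter; 0% = median of COUP-TF2 test wells and 100% = reporter-only cells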
# Target sequence (P24468 whole entry, looked up): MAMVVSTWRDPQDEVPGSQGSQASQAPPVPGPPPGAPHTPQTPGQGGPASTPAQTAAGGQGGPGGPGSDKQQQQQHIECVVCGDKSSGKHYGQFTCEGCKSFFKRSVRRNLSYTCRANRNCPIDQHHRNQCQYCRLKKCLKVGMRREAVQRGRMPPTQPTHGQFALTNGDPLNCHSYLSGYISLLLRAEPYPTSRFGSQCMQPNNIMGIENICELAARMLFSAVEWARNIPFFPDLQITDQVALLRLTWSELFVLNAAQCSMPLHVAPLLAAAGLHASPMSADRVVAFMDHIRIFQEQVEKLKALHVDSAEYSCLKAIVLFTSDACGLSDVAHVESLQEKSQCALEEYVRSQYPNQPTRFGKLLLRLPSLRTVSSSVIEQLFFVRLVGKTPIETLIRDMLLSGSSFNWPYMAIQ
# NCOA2 inhibitor: inhibits human steroid receptor coactivator 2 | HEK293 GAL4-SRC2 luciferase reporter, luminescence | inhibition, % at 9 µM | 370,000 tested, 0.17% active | AID 651957;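 active = inhibition above the mean inhibition of all tested compounds plus 3 SD, set per campaign, cut at about 52% in these data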;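 also: 0% = DMSO treated cells and 100% = cells given Gossypol at 36 µM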
# The depositor's hits bear a star. Some of the compounds tested; count on the stated rates, not on these rows.
no.	COUP-TFII inh	NCOA2 inhibitor	Molecule
1	-2.0	-28.8	CCN=C1NC(c2ccc(F)cc2)C(C(=O)OC)=C(C)N1Cc1cccc(C(F)(F)F)c1 (stereo not given)
2	2.0	7.8	C[C@H]1C2CC(OC(=O)Nc3cccc(Cl)c3)C(C2)[C@H]2CCCCN21 (stereo not given in full)
3	11.0	15.4	COc1ccccc1CCn1cnc(-c2cccc(Br)c2)c1CC(C)C
4	34.8	8.9	CCOc1ccc(CCNC(=O)c2cc(-c3ccccc3)c(N3CCOCC3)s2)cc1OC
5	-14.8	7.7	COc1ccc(CNS(=O)(=O)CC2NCCc3ccccc32)cc1 (stereo not given)
6	12.6	-12.7	Cc1ccc(NC(=O)c2cc3cc(OC(F)(F)F)ccc3[nH]2)cc1
7	2.9	-2.3	CCCC/C=C1/[C@@H](c2ccc(Cl)cc2)N(Cc2ccc3c(c2)OCO3)C2=N[C@@H](c3ccccc3)CC(=O)N21
8	1.9	7.2	COC(=O)[C@]12C[C@H](CC(=O)NCc3ccc(OC)c(OC)c3)C(=O)N(Cc3ccc4c(c3)OCO4)C1=C[C@H](C(C)(C)C)O[C@@H]2C
9	8.2	0.7	COc1ccc(N2CCN(C(=O)Cn3c(=O)[nH]c4ccccc4c3=O)CC2)cc1
10	15.0	3.2	CCCCCCCCN1C(=O)[C@@H](CC(=O)N2CCN(C(=O)C3CC3)CC2)C[C@@]2(C(=O)OC)C1=C[C@H](C(C)(C)C)O[C@@H]2C
11	-5.4	-7.1	Cc1ccccc1CN1CCCCC(NC(=O)C2CCC2)C1=O (stereo not given)
12	15.1	3.7	COc1cc([N+](=O)[O-])ccc1-c1ccc(/C=N/NC(=O)c2ccccc2O)o1
13	22.9	6.8	Cc1cc(C)cc(C(=O)OCCCN(C)C2CN(Cc3cn(Cc4ccccc4Cl)nn3)S(=O)(=O)C2)c1 (stereo not given)
14	-14.9	-15.8	CCOc1cccc(/C=N\NC(=O)c2cnccn2)c1O
15	6.5	9.6	CC(C)NC(=O)N[C@@H]1C[C@@H]2O[C@H](CO)CC[C@@H]2O[C@@H]1CCc1ccc(-c2ccccc2F)cc1
16	16.1	28.7	CCOC(=O)C1=C(C)N=C2c3ccccc3C(=O)C2C1c1ccc(Br)cc1 (stereo not given)
17	7.5	-18.6	Cc1ccccc1CNC(=O)CN1CCCc2ccccc21
18	-8.0	-65.1	Cc1ccccc1NC(=O)c1snc2c(=O)[nH]cnc12
19	3.3	5.4	COCCNC(=O)CCCn1c(=O)c2cc(OC)c(OC)cc2n(CC(=O)c2ccc(Cl)cc2)c1=O
20	0.7	-11.2	C#CCNC(=O)C[C@H]1C[C@@]2(C(=O)OC)C(=C[C@H](C3CCCC3)O[C@@H]2C)N(Cc2cccc3ccccc23)C1=O
21	2.3	2.9	O=C(/C=C\c1ccc2c(c1)OCO2)Nc1nnc(SCC(=O)OCc2ccccc2)s1
22	-17.5	-18.0	COC(=O)c1cc(=O)n(Cc2ccco2)c(=Nc2ccccc2)s1
23	-5.0	17.2	C#CCNC(=O)C[C@H]1C[C@@]2(C(=O)OC)C(=C[C@H](COCc3ccccc3)O[C@@H]2C)N(Cc2ccco2)C1=O
24	2.6	1.7	COc1ccc(CNS(=O)(=O)c2cc(Br)ccc2Br)cc1
25	-14.0	1.5	COc1cccc(N2CCN(CC(=O)NCc3ccc(F)cc3)CC2)c1
26	-2.9	10.1	O=C(CCc1ccccc1)N[C@H]1[C@@H](OC(=O)c2cnccn2)CCC[C@]12C(=O)N(Cc1ccccc1)c1ccccc12
27	-0.8	1.7	COc1cc(C(NC(=O)C(F)(F)F)C2CCCC=C2c2ccccc2)cc(OC)c1OC (stereo not given)
28	-9.3	-1.8	C[C@H](O)[C@@H]1C(=O)N2CCc3c([nH]c4c(-c5ccccc5)cccc34)[C@@H]2C[C@@H]1N(C)C(=O)/C=C/c1ccccc1
29	-29.5	-41.9	Fc1ccc(Cn2ccc3ccc(-c4ccc5ccn(Cc6ccc(F)cc6)c5c4)cc32)cc1
30	-4.7	6.4	C#CCNC(=O)C[C@H]1C[C@@]2(C(=O)OC)C(=C[C@H](C(C)(C)C)O[C@@H]2C)N(Cc2ccc(Cl)cc2Cl)C1=O
31	16.5	-19.2	COC(=O)[C@]12C[C@H](CC(=O)NCc3ccc(OC)c(OC)c3)C(=O)N(CCC3=CCCCC3)C1=C[C@H](C1CCCC1)O[C@@H]2C
32	12.0	-1.4	Cc1ccccc1N(CC(=O)NC(C)(C)C)C(=O)c1ccc(-c2ccccc2)[nH]1
33	9.1	-33.1	CC(=O)c1cc(-c2cc(C(F)(F)F)cc(C(F)(F)F)c2)c(=O)n2c1CCC2
34	5.5	-2.7	COC(=O)[C@]12C[C@H](CC(=O)NCc3ccccc3)C(=O)N(Cc3ccco3)C1=C[C@H](C(C)(C)C)O[C@@H]2C
35	7.7	-8.2	CCC(C(=O)Nc1ccccc1N1CCCC1)c1cccc(C)c1 (stereo not given)
36	-2.1	-2.1	COc1ccc(OCC(C)CN2CCC(C(O)(c3ccccc3)c3ccccc3)CC2)cc1 (stereo not given)
37	-5.9	-4.5	Nn1c(SCC(=O)N2c3ccccc3Sc3ccccc32)nnc1-c1n[nH]c2c1CCC2
38	2.3	-21.2	Cc1ccc(NC(=O)N2CC(C)OC(C)C2)cc1[N+](=O)[O-] (stereo not given)
39	5.2	-33.1	COC(=O)[C@@]12CCCCC3=C1N(CCC3)C(=O)[C@H]2CC(=O)N1CCN(C(=O)C2CC2)CC1
40	-14.7	-3.6	O=C(N/C(=C\c1cn(-c2ccccc2)nc1-c1ccc(Cl)cc1)C(=O)N1CCOCC1)c1ccccc1
41	-10.3	13.5	O=C(CSc1nnc(-c2ccccn2)n1-c1ccccc1)c1ccc(Cl)c(Cl)c1
42	4.4	13.4	CCOC(=O)C1=C(C(=O)OCC)C2N(Cc3ccc(C#N)cc3)c3ccccc3[C@@]23C[C@@H](C(=O)OC)N(S(=O)(=O)c2ccccc2)C3=N1 (stereo not given in full)
43	-1.9	3.4	O=C(NC1CCCCN(Cc2cccc(C(F)(F)F)c2)C1=O)c1cccc(C(F)(F)F)c1 (stereo not given)
44	-0.9	10.0	CCCn1cnnc1CNC(=O)[C@@H](Cc1ccccc1)NC(=O)[C@H]1O[C@@H](n2ccc(=O)[nH]c2=O)[C@H](O)[C@@H]1O
45	-4.8	-21.1	C=CC[C@]1(c2ccccc2)C(=O)N2C[C@H]3CON(C)[C@H]3C[C@H]2c2ccccc21
46	-4.7	7.3	Cc1ccc(C(=O)C2CCN(CC(=O)N3CCCC3)CC2)cc1
47	1.9	4.5	S=C(Nc1ccccc1)N1CCN(C(=S)Nc2ccccc2)CC1
48	-0.1	-26.3	COC(=O)C1=C(C)N(Cc2cccc(C(F)(F)F)c2)C(=NCc2ccc3c(c2)OCO3)NC1c1cccc(C(F)(F)F)c1 (stereo not given)
49	7.1	13.1	C=CCn1c(SCC(=O)c2ccc(-c3ccccc3)cc2)nnc1-c1ccc(OC)cc1
50	15.2	-7.5	Cc1ccccc1CN1CCCCC(NC(=O)Nc2ccccc2)C1=O (stereo not given)

# Next section.
no.	COUP-TFII inh	NCOA2 inhibitor	Molecule
51	-0.4	4.1	CCN(C)C(=O)Oc1cccc([C@H](C)N(C)C)c1
52	11.1	-35.1	O=C(CN1CCN(Cc2ccccc2)CC1)N/N=C\c1ccccc1[N+](=O)[O-]
53	18.8	14.1	COc1ccc(S[C@]2(C(=O)N(C)C)CC(=O)N(C(=O)/C=C/c3ccccc3)[C@@H]2c2ccc(OC)cc2)cc1
54	5.7	2.4	COc1cccc(Cn2cc(COC(=O)NCCc3ccccc3)nn2)c1
55	2.8	-7.2	Cc1nn2c(N3CCN(C(=O)c4ccco4)CC3)cc(C(C)(C)C)nc2c1-c1ccccc1
56	-6.1	-12.5	C[C@@H]1CN([C@@H](C)CO)S(=O)(=O)c2ccc(Br)cc2O[C@@H]1CN(C)S(=O)(=O)c1ccc(F)cc1
57	1.6	5.7	Nc1[nH]c(C(=O)c2ccc(Br)cc2)c(-c2ccccn2)c1C(=O)NCCc1c[nH]c2ccccc12
58	12.6	-17.6	COCc1cn(-c2cccc(-c3noc4c3C(=O)N(CC(=O)N3CCOCC3)CC4)c2)nn1
59	1.8	-2.8	COc1ccc([C@@H]2C[C@@H](c3ccccc3)Oc3c(C)ccc(C(C)C)c32)cc1
60	13.0	8.9	Cc1ccsc1S(=O)(=O)n1c(CN2CCOCC2)nc2ccccc21
61	4.4	-19.0	COC(=O)C1CN(C2CC2)CCS(=O)(=O)N1Cc1cn(Cc2ccccc2)nn1 (stereo not given)
62	12.3	-20.2	CC1(C)O[C@H]2OC([C@H](O)CON3C(=O)c4ccccc4C3=O)[C@H](O)[C@H]2O1 (stereo not given in full)
63	-28.1	-26.8	Nc1c(C(=O)NCC(O)c2ccccc2)cnn1-c1ccccc1 (stereo not given)
64	26.0	-36.5	N=c1c2c(-c3ccccc3)c(-c3ccccc3)n(CCc3ccccc3)c2ncn1C1CCC(O)CC1 (stereo not given)
65	26.1	7.6	COc1ccc(N2CCN(CCCNC(=O)CCc3cccc(Cl)c3)CC2)cc1
66	8.4	7.2	CCOc1ccc(C(=O)N/N=C/c2c(C)[nH]c(=O)[nH]c2=O)cc1
67	-35.6	6.0	COc1ccc2[nH]c3c(c2c1)CCN[C@]31C(=O)N(C)c2ccccc21
68	-0.3	13.1	O=S(=O)(CS(=O)(=O)c1ccc(Br)cc1)c1ccc(Br)cc1
69	-1.6	-38.1	CCOc1ccc(-c2cc(C(=O)NN3CCN(C)CC3)c3cc(Cl)ccc3n2)cc1
70	16.5	30.2	O=C(Nc1ccc(Cl)c(Cl)c1)C1CCCN1S(=O)(=O)c1cccc2cccnc12 (stereo not given)
71	14.7	20.9	C[C@@H]1C=CCCO[C@]12C(=O)N(Cc1ccc(F)cc1)c1cccc(Br)c12
72	-5.2	-43.7	C[C@@H]1CN([C@H](C)CO)C(=O)CCCn2nncc2CO[C@H]1CN(C)C(=O)Nc1ccc2c(c1)OCCO2
73	23.6	4.6	CCN(CC)C(=O)CSc1nnc(-c2ccc(C(C)(C)C)cc2)n1Cc1ccco1
74	4.9	-21.9	O=C(N[C@H](Cc1ccccc1)C(=O)N1CCN(C(=O)N2CCCCC2)CC1)[C@H]1O[C@@H](n2ccc(=O)[nH]c2=O)[C@H](O)[C@@H]1O
75	-11.4	17.8	CCCCCCCCN
76	-10.8	-27.5	CN1CCCN(C(=O)C2CCCN(C(=O)c3ccc4c(c3)NC(=O)CS4)C2)CC1 (stereo not given)
77	-16.6	15.1	CC(=O)N1C[C@@H](c2c[nH]c3ccccc23)C=C[C@H]1C(=O)NS(=O)(=O)c1ccc(C)cc1
78	-21.9	4.7	O=[N+]([O-])c1cc2c(ccc3occc32)o1
79	15.3	-12.3	COc1ccccc1CCn1cnc(-c2ccc(F)cc2)c1CC(C)C
80	-4.0	10.7	O=C(CNc1nnnn1-c1ccccc1)N1CCCC1
81	2.2	-8.9	CS(=O)(=O)N1c2ccccc2[C@]2([C@@]34C[C@H]5C(=O)N[C@@H](Cc6ccccc6)C(=O)N5[C@@H]3N(S(C)(=O)=O)c3ccccc34)C[C@H]3C(=O)N[C@@H](Cc4ccccc4)C(=O)N3[C@H]12
82	6.8	-6.2	COCc1cc(N2CCNC[C@H]2C)ccc1N1CCS(=O)(=O)CC1
83	-10.8	11.4	C/C(=N/O)c1ccc(N2C(=O)C3C4C=CC(C3C2=O)C2C3C(=O)N(c5ccc(/C(C)=N/O)cc5)C(=O)C3C42)cc1 (stereo not given)
84	-4.6	-5.1	CC(=O)Nc1cccc(NC(=O)CSc2nnnn2C)c1
85	-11.2	16.8	C[C@H](O)[C@@H]1C(=O)N2CCc3c([nH]c4cccc(-c5ccccc5)c34)[C@@H]2C[C@@H]1N(C)C(=O)c1ccccc1
86	-24.0	8.2	O=S1(=O)C=CCN1Cc1cn(Cc2cccc(C(F)(F)F)c2)nn1
87	10.2	10.7	COc1ccc2[nH]cc(C(C)c3c[nH]c4ccccc34)c2c1 (stereo not given)
88	0.6	9.9	COC(=O)C1CN(Cc2cn(Cc3ccc(Cl)cc3)nn2)CCS(=O)(=O)N1Cc1ccc(C)cc1 (stereo not given)
89	-0.8	5.8	CCOC(=O)[C@]12CCCC3=C1N(CCC3)C(=O)[C@@H](CC(=O)NCc1ccccc1)C2
90	-3.1	-51.3	CCC(=O)NNC(=O)CCC(=O)Nc1ccccc1
91	6.3	-9.0	O=C(Nc1ccccc1)Nc1c(-c2ccccc2)nc2ncccn12
92	7.3	-0.8	CCCCNC(=O)C[C@H]1C[C@@]2(C(=O)OC)C(=C[C@H](COCc3ccccc3)O[C@@H]2C)N(Cc2ccco2)C1=O
93	7.8	-27.9	C=CCCC(=O)N(Cc1ccccc1)c1ccccc1C(=O)Nc1cc(OC)ccc1OC
94	-3.5	7.5	Cc1[nH]nc2c1C(c1cccc(C(F)(F)F)c1)N(Cc1ccccc1)C2=O (stereo not given)
95	11.6	-6.1	CCCCCN1CCCCC(NC(=O)c2ccccc2C)C1=O (stereo not given)
96	-5.2	-8.4	CN1CCCCC(NC(=O)C(C)(C)C)C1=O (stereo not given)
97	0.3	15.1	CCCC[C@H]1C2CC(OC(=O)NCCCc3ccccc3)C(C2)[C@H]2CCCCN21 (stereo not given in full)
98	-1.1	0.6	COC(=O)N1Cc2ccnnc2CC1c1ccccc1-c1ccc(F)cc1 (stereo not given)
99	-8.7	-7.0	COC(=O)c1cccc(Cn2ccc3ccc(-c4ccc5ccn(C(=O)c6ccc(C)cc6)c5c4)cc32)c1
